Compound activity (PubChem)
BCR signal inh: inhibitors of chronic active B-cell receptor signaling. ABC-DLBCL IkBa-CBG/CBR reporter, luminescence ratio, 4 h. Potency, µM (doses to about 46.1 µM), for the others: at the top dose ratio change, negative = lower green/red ratio, hits mostly inhibitors. 340,000 compounds, 0.05% hits. AID 493014; active = well fitted inhibition curve with a large enough effect in the signal ratio, with a control signal flat, not every such curve was filed as active; inconclusive = small, poorly fitted or top-dose-only effect, or effect the other way, or a change in a side signal; the % refers to the signal ratio;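 note: potency is the fitted concentration of half-maximal effect; plate controls were basal doxycycline-induced cells for no effect and cells given 10 µM MG132 for full effect; MG132 reads +100%, hits lower the ratio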
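TMD8 human ABC-DLBCL cells with doxycycline-inducible IκBα–green luciferase fusion and unfused red luciferase, in 0.5% FBS medium; compounds up to 46 uM, 4 h at 37C. Green/red luminescence ratio, filter-overlap corrected, fitted to concentration-response curves.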
Mito fusion yeast: blocks mitochondrial division or promotes mitochondrial fusion. S. cerevisiae fusion-defective mutant growth rescue, CellTiterGlo 48 h. AID 485298. Potency, µM (series often up to 46.1 µM), without a hit: at the top dose growth rescue (activation), actives largely listed as activators. 320,000 compounds, 0.23% hits;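 note: potency is the fitted concentration of half-maximal effect; % of control where 0% means no effect; nearly all actives have a fitted effect of over 45% in size; temperature-sensitive fusion mutants such as fzo1-1 at 37 °C on non-fermentable ethanol glycerol medium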
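Luminescent cell viability in 1536-well qHTS format served as the measure of rescued growth in ts fusion-mutant S. cerevisiae cultured on non-fermentable YPEG for 48 hours at 37C.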
MBNL1 CUG block: MBNL1-poly(CUG) RNA binding inhibition; 280,000 compounds, 0.036% hits; Potency, µM (doses to about 57.5 µM), inactives show at the top dose activity change, negative = inhibition, usual class: inhibitors; TR-FRET MBNL1-His/biotin-(CUG)12 binding, 665/545 ratio; Q9NR56; active = well fitted inhibition curve with a large enough effect in the signal ratio, with a control signal flat, not every such curve was filed as active; inconclusive = small, poorly fitted or top-dose-only effect, or effect the other way, or a change in a side signal; inactive = no such curve, though single readings can be large or run the other way; the % refers to the signal ratio; note: potency is the fitted concentration of half-maximal effect; % is set by controls: 0 for no effect and ±100 for the full control effect
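His-tagged MBNL1 binding to biotinylated (CUG)12 RNA was measured by TR-FRET using terbium anti-His antibody (0.055 ng/ul final) and streptavidin-XL665 (5 nM final). Compounds were titrated 92 nM to 58 uM; 60 min at room temperature.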
Eya2 phos inh: blocks the phosphatase activity of human Eya2. O00167. recombinant Eya2, OMFP fluorescence dephosphorylation (OMFP is methylfluorescein phosphate). 330,000 compounds, 0.006% hits. Potency, µM (series often up to 76.9 µM), for the others: at the top dose activity, negative = inhibition, actives largely listed as inhibitors. AID 488837; note: potency is the fitted concentration of half-maximal effect; % is set by controls: 0 for no effect and ±100 for the full control effect
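Eya2 (0.2 uM) preincubated 10 min at ambient with compound, then OMFP substrate added at 50 uM; 10 min reaction in 50 mM HEPES pH 7.5, 50 mM NaCl, 5 uM MgCl2, 0.05% BSA, 1 mM DTT. Fluorescence read at Ex 485/Em 525 nm.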
PKM2 act: increases activity of human pyruvate kinase M2; P14618; purified PKM2, Kinase-Glo ATP luminescence, activation; response scale: 0% is enzyme alone, no compound; 260,000 compounds, 0.34% hits; Potency, µM (titrated, usually from 57.5 µM), inactives show at the highest dose activation, hits mostly activators; note: potency is the fitted concentration of half-maximal effect; % is set by controls: 0 for no effect and ±100 for the full control effect; nearly all actives have a fitted effect of over 55% in size
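ATP formation by purified human PK-M2, quantified via coupled luciferase luminescence after 1 h at room temperature with 0.1 mM ADP and 0.5 mM PEP final.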
TSHR antagonist: antagonists of human thyroid stimulating hormone receptor | AID 504810 | 330,000 compounds, 0.2% hits | activity change, negative = inhibition, % at 11.5 µM | TSHR-expressing cells, TSH-stimulated cAMP HTRF, 2 h; active compounds read low;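 active = activity change below a set negative limit, meaning inhibition stronger than a set level, cut at about -70% in these data; inconclusive = activity change between two set negative limits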; note: % is set by controls: 0 for no effect and ±100 for the full control effect
Target sequence (P16473 whole entry, looked up): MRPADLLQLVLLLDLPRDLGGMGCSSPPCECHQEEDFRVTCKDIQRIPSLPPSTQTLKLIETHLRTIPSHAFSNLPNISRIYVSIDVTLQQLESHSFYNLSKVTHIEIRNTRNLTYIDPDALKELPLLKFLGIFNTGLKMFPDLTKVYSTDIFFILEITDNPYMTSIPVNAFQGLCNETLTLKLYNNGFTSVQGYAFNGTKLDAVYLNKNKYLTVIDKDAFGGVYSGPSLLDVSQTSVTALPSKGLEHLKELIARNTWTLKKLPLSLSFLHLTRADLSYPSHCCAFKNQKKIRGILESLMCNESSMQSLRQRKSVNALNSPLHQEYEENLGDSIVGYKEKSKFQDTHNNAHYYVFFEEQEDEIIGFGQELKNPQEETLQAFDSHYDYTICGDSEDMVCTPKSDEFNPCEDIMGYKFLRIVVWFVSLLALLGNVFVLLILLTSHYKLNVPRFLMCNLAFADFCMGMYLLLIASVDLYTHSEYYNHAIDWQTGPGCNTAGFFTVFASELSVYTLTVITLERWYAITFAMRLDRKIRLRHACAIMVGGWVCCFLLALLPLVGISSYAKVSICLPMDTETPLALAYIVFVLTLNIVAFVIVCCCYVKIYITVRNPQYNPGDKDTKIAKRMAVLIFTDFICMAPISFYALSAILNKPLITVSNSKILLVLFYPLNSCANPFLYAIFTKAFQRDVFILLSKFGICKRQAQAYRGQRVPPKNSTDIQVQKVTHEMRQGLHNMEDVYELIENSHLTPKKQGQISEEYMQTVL
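Read-out is FRET at 665 nm (cryptate excitation 337 nm) from a cryptate-tagged anti-cAMP antibody, competed by cell cAMP against cAMP-d2. Compounds are tested on freshly harvested TSHR cells challenged with 4nM TSH (EC80) for 2 hours at 37 deg C.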
USP2a inh: USP2a (human) protease inhibition; USP2 core, Ub-CHOP2 coupled fluorogenic reporter, 485/531; Potency, µM (highest dose often 38.3 µM), for the others: top-dose activity change, negative = inhibition, hits mostly inhibitors; 330,000 compounds, 0.01% hits;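 note: potency is the fitted concentration of half-maximal effect; plate controls were DMSO wells for no effect and full inhibition by NEM control for full effect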
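USP2 core (10nM final) preincubated 30min RT with compound in 20mM Tris-HCl pH 8.0, 2mM CaCl2, 2mM beta-mercaptoethanol, 0.05% CHAPS; 25nM Ub-CHOP2 plus 25nM reporter substrate added, fluorescence (Ex485/Em531) read after 60min.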
hERG WT inh: KCNH2 (human, wildtype) channel inhibition. Q12809. U2OS, BacMam KCNH2, thallium flux FluxOr; active compounds read low. activity change, % at 1.84 µM. 340,000 compounds, 0.37% hits. AID 720551;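 active = maximum activity change below -70%; inconclusive = maximum activity change between -70% and -50%; inactive = maximum activity change above -50%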; note: % is set by controls: 0 for no effect and ±100 for the full control effect
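U2OS cells were transduced with wild-type KCNH2 virus (2.03 x 10^8 / mL) for 4 h at room temperature, then cultured overnight at 37 C. Thallium flux was read with FluxOr dye. Rate constants were normalized to DMSO controls.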
GALK inhibitor: inhibitors of human galactokinase; P51570; Purified GALK, Kinase-Glo residual ATP luminescence; Potency, µM (top dose mostly 57.5 µM), without a hit: top-dose activity change, negative = inhibition, actives largely listed as inhibitors; 270,000 compounds, 0.007% hits; AID 1868; note: potency is the fitted concentration of half-maximal effect; % is set by controls: 0 for no effect and ±100 for the full control effect
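Human GALK (5 nM) with 35 uM ATP and 100 uM galactose in 20 mM HEPES pH 8.0, 5 mM MgCl2, 60 mM NaCl, 1 mM DTT, 0.01% BSA. After 1 h at room temperature, leftover ATP was read by Kinase-Glo Plus luminescence.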
ASM inhibitor: inhibitors of human secretory acid sphingomyelinase; placental ASM, HMU-PC fluorogenic substrate, 60 min; Potency, µM (doses to about 57.5 µM), for inactives: top-dose activity change, negative = inhibition, hits mostly inhibitors; 340,000 compounds, 0.006% hits; AID 504937; note: potency is the fitted concentration of half-maximal effect
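Human placenta-derived ASM enzyme was preincubated with compound for 10 minutes at room temperature, then given fluorogenic substrate HMU-PC0 (9 uM final) for 60 minutes at 37 °C; a pH 10 stop preceded fluorescence reading at Ex 386/Em 447 nm.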
Menin MLL FP TR: displaces Texas Red mutant MLL peptide from human menin; O00255; Menin + Texas Red MLL mutant peptide, fluorescence polarization; Potency, µM (titrated, usually from 61.6 µM), inactives show top-dose FP activity change, negative = inhibition, actives largely listed as inhibitors; 270,000 compounds, 0.23% hits; AID 1768; active = well fitted inhibition curve with a large enough effect in the polarisation, with a control signal flat, not every such curve was filed as active; inconclusive = small, poorly fitted or top-dose-only effect, or effect the other way, or a change in a side signal; inactive = no such curve, though single readings can be large or run the other way; the % refers to the polarisation; note: potency is the fitted concentration of half-maximal effect; % of control where 0% means no effect; many of its hits are not listed in these tables
Starred values were filed as active, the others as inactive; ? = inconclusive; nt = no result given. Unless noted, calls come from the whole dose curve; as a rule, active = well fitted curve in the direction sought with a large enough effect; inconclusive = small, poorly fitted or top-dose-only effect, or another doubt; inactive = no such curve, though single readings can be large; an effect the other way counts as inactive or inconclusive. A portion of the library; the hit share may differ from the screen's.

SMILES	BCR signal inh	Mito fusion yeast	MBNL1 CUG block	Eya2 phos inh	PKM2 act	TSHR antagonist	USP2a inh	hERG WT inh	GALK inhibitor	ASM inhibitor	Menin MLL FP TR
CC(C)(C)C1=C(C#N)C(c2ccncc2)C(C#N)=C(N)O1 (stereo not drawn)	-2%	2%	-6%	4%	4%	-1	5%	11	4%	9%	-5%
COc1cccc(-c2nn(C)c3sc(C(=O)N4CCN(c5ccccn5)CC4)cc23)c1	?	25%	1%	-35%	-6%	-30	4%	-7	-1%	-13%	2%
CC1(C)Cc2c(ccc3ccccc23)/C(=C/C#N)N1	?	6%	21%	3%	-3%	-2	2%	-7	-1%	-9%	12%
Cc1ccsc1CNn1cnnc1SCc1ccc(Cl)cc1	?	11%	-9%	1%	0%	-11	-2%	-9	-2%	-9%	-18%
CCc1ccc(Nc2nnc(SCC(=O)Nc3cccc(S(=O)(=O)NC4=NCCCCC4)c3)s2)cc1	?	-5%	nt	-1%	-4%	-6	-1%	1	-2%	?	-10%
CCOc1ccc(Nc2nc(Cc3nnc(SCC(=O)NCC4CCCO4)n3C)cs2)cc1 (stereo not drawn)	0%	1%	7%	6%	-1%	1	-1%	-2	4%	0%	0%
Cc1ccc(C(=O)Nc2ccccc2C(=O)O)cc1S(=O)(=O)Nc1ccccc1	1%	-1%	-11%	13%	2%	-12	2%	-7	1%	22%	?
CCOC(=O)C1=C(N)OC(CCl)=C(C#N)C1c1ccsc1 (stereo not drawn)	2%	-8%	4%	3%	1%	16	0%	0	-3%	1%	11%
Cn1c(=O)c2c(ncn2CC(=O)N2CCN(S(=O)(=O)c3ccccc3)CC2)n(C)c1=O	0%	-2%	-3%	1%	-3%	-4	0%	4	-2%	6%	-15%
Cc1ccc(-n2c(SCC(=O)Nc3cc(S(=O)(=O)N4CCOCC4)ccc3Cl)nc3ccccc3c2=O)cc1	0%	2%	-8%	1%	-2%	5	0%	-3	0%	0%	-3%
c1ccc(-c2nc(-n3ccnc3)nc(-n3ccnc3)n2)cc1	?	-3%	?	10%	-6%	-2	0%	3	1%	-3%	?
O=C(NC1CCN(Cc2ccccc2)CC1)c1cccc(Br)c1	-2%	-8%	-6%	6%	nt	8	0%	59	4%	-3%	-8%
COc1ccc(-c2nc(C#N)c(NCCCN3CCOCC3)o2)cc1	0%	-4%	6%	-10%	-5%	2	0%	-24	2%	0%	2%
COCCNC(=O)C(=O)Nc1cc2c3c(c1)C(C)C(=O)N3CCC2 (stereo not drawn)	-3%	-1%	1%	11%	nt	4	4%	0	2%	7%	9%
COCCn1c(-c2ccc(Cl)cc2)cnc1SCC(=O)NCc1cccs1	-7%	-10%	-6%	6%	-1%	-10	2%	-2	2%	-2%	-8%
Cc1cc(NC(=O)C(=O)NCCN2CCN(S(C)(=O)=O)CC2)ccc1Br	2%	-5%	0%	3%	2%	-3	4%	33	-1%	-2%	-2%
COc1cc2oc(=O)cc(-c3ccc(-c4ccc(C(F)(F)F)cc4)cc3)c2c(OC)c1OC	8%	nt	nt	-7%	nt	1	1%	4	nt	29%	6%
C(=N\N(Cc1ccccc1)c1ccccc1)/c1ccco1	?	4%	0%	-11%	nt	15	-1%	6	-6%	-7%	13%
CC(C)=C1C2CCC1C(C(=O)NCc1ccccc1)C2C(=O)O (stereo not drawn)	4%	5%	0%	2%	0%	-9	0%	3	1%	5%	-6%
COCCCNC(=O)Cn1c(=O)n(CC(=O)NCCc2ccc(OC)c(OC)c2)c(=O)c2sccc21	0%	-6%	-3%	-7%	-10%	17	0%	9	8%	-3%	14%
COC(=O)[C@]1(Cc2ccccc2)N[C@H](CN(C)C(=O)COc2ccccc2)[C@@H]2C(=O)N(Cc3ccccc3)C(=O)[C@@H]21	0%	nt	nt	-18%	nt	10	0%	-4	nt	-3%	nt
CCN(Cc1ccccc1)c1ccc(/C=C(\C#N)c2ccccn2)cc1	?	0%	1%	3%	6%	-47	7%	-7	1%	6%	13%
CCOC(=O)c1nn(-c2ccc(C)c(C)c2)cc1O	?	2%	-3%	9%	4%	-5	6%	3	0%	4%	0%
NS(=O)(=O)c1ccc(CNC(=O)c2cc(-c3cccnc3)nc3ccccc23)cc1	1%	-15%	?	-6%	3%	-5	1%	0	5%	0%	14%
O=[N+]([O-])c1ccc(Oc2cccnc2)nc1	-3%	-8%	nt	?	-1%	1	0%	4	-4%	-1%	nt
C[C@H](CO)N1C[C@H](C)[C@@H](CN(C)S(C)(=O)=O)Oc2ccc(NC(=O)c3ccncc3)cc2C1=O	0%	nt	nt	-7%	nt	1	6%	4	nt	5%	nt
O=C(C[C@@H]1C/C=C\CCCC(=O)OC[C@@H](c2ccccc2)NC1=O)NCCO	0%	nt	nt	5%	nt	-4	2%	-3	nt	3%	nt
COc1ccccc1CC(NC(C)=O)C(=O)NC1CCN(C(=O)c2ccc(C)cc2)CC1 (stereo not drawn)	-3%	-5%	-1%	-13%	nt	9	0%	4	-3%	1%	-12%
O=C(COc1cc2oc(=O)c3c(c2cc1Cl)CCC3)Nc1ccccn1	-1%	-2%	5%	0%	nt	-5	4%	-28	-1%	8%	-13%
O=C1CSC(=S)N1Cc1cccnc1	?	-15%	5%	2%	12%	5	1%	-14	0%	-1%	?
COCC(=O)Nc1cc(C)cn(Cc2ccc(F)cc2)c1=O	1%	2%	4%	4%	0%	31	-1%	7	-2%	-1%	-11%
Cc1cc(C)c(C)c(S(=O)(=O)NC(C(=O)O)C(C)C)c1C (stereo not drawn)	?	22%	0%	3%	0%	-6	4%	-8	-1%	0%	-13%
COc1ccnc(Oc2ccc(F)cc2)c1C(=O)N/C=N/OCc1c(Cl)cccc1Cl	?	5%	2%	-34%	2%	-1	-7%	17	-3%	-10%	-3%
COc1cccc(Oc2ccc(S(=O)(=O)N3CCCC3)cc2[N+](=O)[O-])c1	?	24%	?	5%	-4%	-13	-11%	1	15%	-1%	9%
CCCCn1c(NC(=O)c2ccccc2)nc2ccccc21	-6%	4%	8%	-3%	2%	-9	4%	-3	2%	-13%	?
COc1ccc([C@@H]2C[C@H](c3ccccc3)Oc3cc(C)cc(C)c32)cc1	5%	3%	-6%	-19%	0%	-40	3%	nt	1%	-3%	nt
O=C(NNc1ccc(Cl)cc1)c1c(F)cccc1Cl	-2%	15%	-16%	12%	-2%	-1	3%	-4	nt	-2%	nt
COc1ccc(N2CCN(C(=O)CSc3nnc(-c4ccco4)n3C)CC2)cc1	-15%	5%	-7%	1%	0%	7	0%	1	2%	3%	-9%
COc1ccc([N+](=O)[O-])cc1NC(=O)c1ccccc1N(C)S(C)(=O)=O	-2%	-22%	?	-5%	-2%	17	1%	-2	-1%	0%	-2%
O=C(Nc1ccncc1)Nc1ccc(F)c(Cl)c1	?	2%	-27%	-8%	-2%	-4	1%	15	3%	-9%	?
Cc1ccc(-c2nn(-c3ccccc3)cc2NC(=O)CCl)cc1	-1%	4%	-1%	9%	-6%	19	1%	2	0%	-3%	-6%
Cc1ccc(OC(=O)CCC(=O)Nc2ccc(S(=O)(=O)Nc3cc(C)on3)cc2)cc1	0%	0%	-2%	-5%	1%	-13	1%	-3	-1%	-4%	3%
Cc1ccc(S(=O)(=O)N2CCN(C(=O)CN3C(=O)c4ccc([N+](=O)[O-])cc4C3=O)CC2)cc1C	4%	1%	nt	-14%	nt	3	2%	10	nt	-1%	nt
O=C(CN1C(=O)CCC1=O)Nc1ccc2c3c(cccc13)CC2	-1%	-4%	9%	6%	-2%	1	-2%	2	1%	4%	14%
O=C(Nc1ccccc1Cl)c1ccc2nsnc2c1	0%	6%	?	2%	-3%	-5	-4%	5	5%	-2%	2%
C/C(=N\NC(=O)c1c(Cl)cnn1C)c1cccc(NC(=O)COc2ccccc2)c1	-3%	-4%	1%	-8%	2%	-15	1%	7	1%	88%	6%
